RPL19A TOR yeast – yeast TOR pathway RPL19A-GFP modulation. S. cerevisiae RPL19A-GFP strain, flow cytometry, 3 h; hits give low values. percent response vs DMSO, % at 10 µM. 0.3% of 330,000 active. AID 2025;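 active = percent response vs DMSO below 50%; inconclusive = fewer than 70 events counted for the yeast strain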;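 also: median channel GFP fluorescence of the barcoded RPL19A-GFP strain; ratio of sample median GFP to plate DMSO average so 100% = DMSO; lower means less RPL19A-GFP as with rapamycin TOR inhibition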
MEP2 TOR yeast – alters MEP2-GFP fluorescence in TOR pathway yeast screen | 0.51% of 330,000 active | GFP response vs DMSO, % at 10 µM | S. cerevisiae MEP2-GFP strain, flow cytometry GFP, 3 h; 100% = DMSO control level;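 active = GFP response versus DMSO above a set limit, roughly screen mean plus 3 SD, cut at about 180% in these data; inconclusive = fewer than 70 cells counted for a yeast strain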;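 also: median GFP fluorescence of the barcode-gated MEP2-GFP cells per well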
AGP1-GFP MLPCN – modulators of TOR pathway AGP1-GFP in S. cerevisiae; GFP response vs DMSO, % at 10 µM; 0.02% of 320,000 active; S. cerevisiae AGP1-GFP multiplex flow cytometry, 3 h; GFP as percent of DMSO wells;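 active = GFP response relative to DMSO above a set limit, near screen average plus 3 SD, cut at about 150% in these data; inconclusive = fewer than 70 cells counted for the yeast strain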;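 also: median GFP channel fluorescence of the gated AGP1 strain per well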
GRK2 inh – human GRK2 inhibition via aptamer displacement. P25098. bead flow cytometry, FAM-aptamer displacement from GRK2. inhibition of aptamer binding, % at 10 µM. 0.59% of 330,000 active. AID 488847;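 active = inhibition of aptamer binding above 40%, roughly 3 SD of noise, on plates passing a quality check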;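 also: median bead fluorescence of bound FAM aptamer so fluorescent compounds give negative values; no value below 0 was filed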
GASC-1 inh – blocks human GASC-1 demethylase activity; inhibition, % at 2.35 µM; Q9H3R0; 0.069% of 330,000 active; GST-JMJD2C(1-420) H3K9me3 demethylation, DELFIA europium; AID 2099;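 active = more than half of a compound's replicate wells show inhibition beyond 50%, single wells judged on their own value; inconclusive = some, but no more than half, of replicates pass 50% inhibition; inactive = no replicate passes 50% inhibition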;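 also: signal counts dimethyl H3K9 product captured on neutravidin plate; 0% = median of DMSO wells and 100% = 0.3 times that DMSO median; strong numbers were not always called active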
LAP4 TOR yeast – alters LAP4-GFP fluorescence in TOR pathway yeast screen. S. cerevisiae LAP4-GFP multiplex, flow cytometry GFP, 3 h; median GFP as percent of DMSO wells. GFP response vs DMSO, % at 10 µM. 0.34% of 320,000 active. AID 2023;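 active = GFP response vs DMSO above a set limit, about the screen mean plus 3 SD, cut at about 150% in these data; inconclusive = under 70 cell events counted for the yeast strain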
VLA-4 inh – inhibition in a human VLA-4 binding assay | 0.2% of 330,000 active | AID 2557 | inhibition, % (about 7 µM as worked out from the volumes in the protocol) | VLA-4 expressing cells, ligand binding flow cytometry; in the data active = inhibition above about 50%
Target sequence (P13612 whole entry, looked up): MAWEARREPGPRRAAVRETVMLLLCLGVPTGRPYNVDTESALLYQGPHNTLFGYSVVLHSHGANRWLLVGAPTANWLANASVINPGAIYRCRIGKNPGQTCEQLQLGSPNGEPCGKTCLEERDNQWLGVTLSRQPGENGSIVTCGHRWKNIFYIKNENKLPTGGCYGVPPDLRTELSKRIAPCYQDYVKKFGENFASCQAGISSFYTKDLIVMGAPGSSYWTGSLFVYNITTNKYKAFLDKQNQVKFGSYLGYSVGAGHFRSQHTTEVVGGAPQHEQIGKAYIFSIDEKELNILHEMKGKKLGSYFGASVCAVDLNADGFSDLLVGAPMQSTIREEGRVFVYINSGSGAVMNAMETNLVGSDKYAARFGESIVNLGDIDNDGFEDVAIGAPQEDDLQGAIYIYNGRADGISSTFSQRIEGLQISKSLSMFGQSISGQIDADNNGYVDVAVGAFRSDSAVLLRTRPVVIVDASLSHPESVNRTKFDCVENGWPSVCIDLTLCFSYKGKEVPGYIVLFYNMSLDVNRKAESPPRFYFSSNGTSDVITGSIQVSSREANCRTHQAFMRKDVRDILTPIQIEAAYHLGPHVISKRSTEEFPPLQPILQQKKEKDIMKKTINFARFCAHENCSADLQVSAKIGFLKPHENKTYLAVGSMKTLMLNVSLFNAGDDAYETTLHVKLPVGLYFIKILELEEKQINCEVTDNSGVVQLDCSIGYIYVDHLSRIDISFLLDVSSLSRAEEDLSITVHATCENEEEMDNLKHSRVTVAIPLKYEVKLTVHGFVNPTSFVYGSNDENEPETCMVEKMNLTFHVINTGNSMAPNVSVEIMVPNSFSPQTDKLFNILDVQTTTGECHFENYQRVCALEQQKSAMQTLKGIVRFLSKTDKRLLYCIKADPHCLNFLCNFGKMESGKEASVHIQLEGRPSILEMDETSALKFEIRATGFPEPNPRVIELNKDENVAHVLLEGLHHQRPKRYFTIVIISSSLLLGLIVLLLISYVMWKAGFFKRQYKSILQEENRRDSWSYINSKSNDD
CIT2 TOR yeast – yeast TOR pathway CIT2-GFP modulation; S. cerevisiae CIT2-GFP strain, flow cytometry, 3 h; 100 means same as DMSO wells; GFP response vs DMSO, % at 10 µM; 0.065% of 320,000 active; AID 2029;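 active = GFP response relative to DMSO above a set limit, near the screen mean plus 3 SD, cut at about 150% in these data; inconclusive = Fewer than 70 cells measured for a yeast strain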;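 also: ratio of well median GFP fluorescence to mean of DMSO wells on the plate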
* marks the source's active call; other numbers are inactive results; i = inactive; ? = inconclusive; . = not tested or not shown; [ ] = remark or other dose.

SMILES	RPL19A TOR yeast	MEP2 TOR yeast	AGP1-GFP MLPCN	GRK2 inh	GASC-1 inh	LAP4 TOR yeast	VLA-4 inh	CIT2 TOR yeast
O=C(CCS(=O)(=O)c1ccccc1)Nc1nc2cc3c(cc2s1)OCO3	99	101	104	3	0	109	-2	90
COc1cc(C(=O)Nc2ccc(Cl)c(C(F)(F)F)c2)cc(OC)c1OC	100	102	91	3	5	88	10	101
CCOc1ccc(S(=O)(=O)N2CCN=C2Cc2ccccc2)cc1C	109	109	103	2	5	90	8	111
Fc1ccc(CSc2ncnc3nc[nH]c23)cc1	102	111	109	2	0	105	29	101
CC(C)c1ccc(O)c(NC(=S)NC(=O)CCc2ccccc2)c1	102	104	106	0	21	104	-7	124
CC12CCC(=O)N1C(C(=O)Nc1nc3ccc(F)cc3s1)CS2 (stereo not drawn)	96	109	99	0	7	108	12	99
C=C(C)C1CC=C(C)/C(=N/NC(=O)COc2ccccc2C)C1 (stereo not drawn)	101	95	93	6	-3	85	-2	97
O=C(CN1c2ccccc2S(=O)(=O)c2ccccc21)NCc1ccc(F)cc1	103	105	102	0	1	110	1	98
COc1ccccc1C(=O)Nc1cc2c(cc1C(=O)O)OCCCO2	106	103	99	1	-10	94	-9	104
CCOc1ccc(CCNC(=O)C(C)n2nc(C)c3c(C)n(-c4ccccc4)nc3c2=O)cc1 (stereo not drawn)	88	93	91	1	5	95	8	91

For convenience, some entries already given.
SMILES	RPL19A TOR yeast	MEP2 TOR yeast	AGP1-GFP MLPCN	GRK2 inh	GASC-1 inh	LAP4 TOR yeast	VLA-4 inh	CIT2 TOR yeast
O=C(CCS(=O)(=O)c1ccccc1)Nc1nc2cc3c(cc2s1)OCO3	99	101	104	3	0	109	-2	90
COc1cc(C(=O)Nc2ccc(Cl)c(C(F)(F)F)c2)cc(OC)c1OC	100	102	91	3	5	88	10	101
CCOc1ccc(S(=O)(=O)N2CCN=C2Cc2ccccc2)cc1C	109	109	103	2	5	90	8	111
Fc1ccc(CSc2ncnc3nc[nH]c23)cc1	102	111	109	2	0	105	29	101
CC(C)c1ccc(O)c(NC(=S)NC(=O)CCc2ccccc2)c1	102	104	106	0	21	104	-7	124

Next part.
SMILES	RPL19A TOR yeast	MEP2 TOR yeast	AGP1-GFP MLPCN	GRK2 inh	GASC-1 inh	LAP4 TOR yeast	VLA-4 inh	CIT2 TOR yeast
Clc1cccc(-c2sc(Nc3ccccc3)n[n+]2-c2ccccc2)c1Cl	97	106	99	1	16	94	15	90
CCOC(=O)N1CCN(S(=O)(=O)c2ccc3c(c2)SC(C)C(=O)N3)CC1 (stereo not drawn)	106	101	104	0	-22	106	18	100
CN(C)/C=C1\C=C(c2ccccc2)OC1=O	95	101	.	1	-8	105	10	90
COc1ccc(N2CCN(C(=O)c3cc(=O)c4cc(C)c(C)cc4o3)CC2)cc1	99	96	93	4	7	88	16	104
Cc1ccnc(N2CCC(C(=O)NCc3ccc4c(c3)OCO4)CC2)n1	96	97	103	0	7	96	i	100
COc1c(-c2ccccc2)oc2c(ccc3occc32)c1=O	100	105	97	3	19	117	35	98
O=S(=O)(Nc1cccc(-n2cnnn2)c1)c1ccc(Cl)nc1	101	106	104	2	-1	109	23	104
CC1=NN(C(=O)c2ccccc2Br)C(O)(c2ccc(Cl)cc2)C1 (stereo not drawn)	106	105	98	0	-16	107	8	97
Cc1nn(Cc2ccccc2Cl)c(C)c1NC(=O)c1ccn(C)n1	106	109	103	1	-6	98	12	99
COc1ccc(/C=C/C(=O)NC(=S)NNC(=O)c2cccnc2)cc1	103	104	107	5	-37	101	-6	111
Nc1cc(C(F)(F)F)ccc1C(=O)O	105	107	112	0	.	104	9	102
CCOc1ccc(CN(C)c2nc(-c3cccnc3)nc3ccccc23)cc1OC	48*[may fluoresce violet]	259*[may fluoresce violet]	?	0	22	84[may fluoresce violet]	5	?
O=C(Cn1ccc2ccccc2c1=O)NCC1COc2ccccc2O1 (stereo not drawn)	100	98	.	1	-5	99	11	94
Cc1ccc(C(=O)Nc2nc3ccc(S(C)(=O)=O)cc3s2)cc1C	101	94	94	0	-4	108	3	90
COc1ccc(Br)cc1CNC(=O)CCC(=O)N1CCSc2ccccc21	97	97	98	1	-8	100	4	95
O=C(O)CCC(=O)Nc1ccc(SSc2ccc(NC(=O)CCC(=O)O)cc2)cc1	112	112	108	3	-10	97	1	108
COC(=O)CSc1nnc(CNc2nc(-c3ccccc3)cs2)n1C	101	102	103	0	-1	98	10	99
CCOc1ccc(Cn2c(=O)sc3ccccc32)cc1	94	96	89	0	-1	104	5	74
COC(=O)[C@@]12CCCN1[C@H](c1ccc(-c3ccccc3)c(OC)c1)[C@H]1C(=O)N(C)C(=O)[C@H]12	93	94	95	4	.	96	-2	96
O=C(CCN1CCN(Cc2ccccc2)CC1)NNC(=O)Nc1cccc(Cl)c1	93	85	97	3	-3	86	3	96
OCC[C@@H]1C[C@@H](O)[C@H](O)[C@]2(CCCc3ccccc3O2)O1	96	92	79	3	5	106	45	68
C=CCNC(=O)CC1C(=O)NCCN1Cc1ccc(-c2ccccc2)cc1 (stereo not drawn)	104	104	101	1	8	99	2	95
CS(=O)(=O)Nc1cccc2cccnc12	102	105	104	0	0	109	18	112
COc1cccc(C(=O)OC2CCCN(C)C2)c1 (stereo not drawn)	111	110	109	0	-6	102	-6	119
O=C(Nc1ccccc1)c1ccccc1NC(=O)C1CCCCC1	93	98	92	3	-5	92	9	89
Cc1nc2c(=O)n(C)c(=O)[nH]c2n1Cc1ccccc1	104	101	103	2	8	103	27	105
COC(=O)C1=C(N)Oc2cc(C)n(CCCn3ccnc3)c(=O)c2C1c1cccc(Cl)c1 (stereo not drawn)	99	101	102	0	-1	94	15	104
O=C(Nc1ccc(F)cc1F)c1cc(-c2ccc3c(c2)OCO3)on1	104	112	98	0	-4	95	-21	98
O=C(O)c1ccccc1C(=O)OCCc1cc2ccccc2c(=O)o1	96	86	98	0	6	92	2	98
O=C1C(=O)N(CCCn2ccnc2)C(c2ccc([N+](=O)[O-])cc2)/C1=C(\O)c1ccc2c(c1)OCCO2 (stereo not drawn)	110	100	101	6	12	104	-22	99
Cc1ccc2nc(-c3ccc(NC(=O)c4cccnc4)cc3)oc2c1	95	108	85	4	0	122	19	86
COc1ccccc1NC(=O)CCSc1ccc(C)cc1	99	98	93	0	-3	104	23	89
COc1ccccc1CCNS(=O)(=O)CCNC(=O)c1ccc2c(c1)OCO2	100	100	105	0	-3	113	-2	112
CCCCCCSC1=C(C#N)C(=O)NC2(CCCCC2)S1	102	102	111	3	20	100	1	.
Cc1cc(C)cc(OCC(=O)Nc2ccncc2)c1	93	106	85	2	-10	82	16	93
O=C(c1ccccc1)N1CCC(CC2CC(c3cccc(Br)c3)=NO2)(C(=O)NCC2CCCCC2)CC1 (stereo not drawn)	96	92	81	2	2	111	13	69
O=C(/C=C/N1CCOCC1)c1cc2ccccc2o1	102	101	100	0	0	105	33	89
O=C(Nc1ccc(Cl)cc1C(=O)N1CCOCC1)c1cccc([N+](=O)[O-])c1	99	100	96	1	1	87	3	101
CC(C)(C)c1cc(CN2CCCCC2)cc(C(C)(C)C)c1O	108	103	110	0	16	100	-6	107
O=[N+]([O-])c1cc(C(F)(F)F)cc([N+](=O)[O-])c1N1CCN(S(=O)(=O)c2ccccc2)CC1	112	108	107	0	1	113	19	104
COc1cc(CCN2C(=O)N[C@@H](c3cccc(C(F)(F)F)c3)C(C(C)=O)=C2C)cc(OC)c1OC	106	93	94	5	-3	125	-1	109
Cc1ccc(S(=O)(=O)N2CCCCC2)cc1NC(=O)C1CC(=O)N(Cc2ccco2)C1 (stereo not drawn)	100	96	90	4	-16	98	5	97
ClCc1c2ccccc2cc2ccccc12	101	98	94	4	.	106	48	91
CCC(C)(C)NC(=O)C(c1cccc(OC)c1OC)N(Cc1ccc(OC)cc1)C(=O)CCC(=O)Nc1cc(C)on1 (stereo not drawn)	100	99	100	3	-3	91	-10	103
CCN(C(=O)CCc1ccccc1)C1CCCCC1	100	130	98	0	0	102	3	98
CCC(=O)NC(=S)Nc1ccc(-c2nc3ccc(C)cc3s2)cc1	102	100	94	0	-2	90	15	99
CCOc1ccc(N=C2NC(=O)C(CC(=O)Nc3ccccc3)S2)cc1 (stereo not drawn)	100	99	108	2	-6	110	20	102
CCCCN(C)S(=O)(=O)c1ccc(C(=O)Nc2nnc(-c3cccs3)o2)cc1	94	102	99	0	3	95	3	104
NC(=S)N/N=C/c1ccc(-c2cccc([N+](=O)[O-])c2)o1	98	107	94	2	-37	107	5	90
CC1CC(C)CN(C(=O)Cn2nnc(-c3ccc(Br)cc3)n2)C1 (stereo not drawn)	103	105	98	0	-2	91	-3	101

Next results:
SMILES	RPL19A TOR yeast	MEP2 TOR yeast	AGP1-GFP MLPCN	GRK2 inh	GASC-1 inh	LAP4 TOR yeast	VLA-4 inh	CIT2 TOR yeast
Cc1noc(C)c1C(=O)Nc1sc2c(c1C(N)=O)CCC2	102	105	96	2	-1	104	-2	104
COc1cccc(-c2csc(N3CCN(C(=S)Nc4ccccc4OC)CC3)n2)c1	92	101	94	0	-12	108	9	92
CCOC(=O)C1CCN(C(=O)C(=O)Nc2ccc3nc4n(c(=O)c3c2)CCCCC4)CC1	99	99	101	0	-2	100	4	97
COc1cccc2cc3c(=O)oc4ccccc4c3nc12	62[may fluoresce violet]	187*[may fluoresce violet]	.	3	3	87[may fluoresce violet]	11	?
Cc1cc(C)cc(NC(=O)CCc2c(C)nn(-c3ccc(N4CCCCC4)nn3)c2C)c1	94	102	90	0	3	94	3	97
COc1ccc(CNC(=O)C2CSC(=O)C2)cc1 (stereo not drawn)	92	101	96	2	2	100	3	99
Cc1nn(-c2ccccc2)c(C)c1NC(=O)COC(=O)CCCOc1ccccc1	101	101	99	0	-1	102	10	94
O=C(O)c1ccc2c3c(cccc13)C(=O)N(OS(=O)(=O)c1ccccc1)C2=O	89	94	94	3	1	89	-2	95
CN(C)c1nc(N)nc(CSc2nnnn2-c2ccc(C(=O)O)cc2)n1	104	108	116	4	-13	104	6	105
CC(C)(C)c1ccc(OCC(O)CN2CCc3ccccc3C2)cc1 (stereo not drawn)	104	101	108	3	-14	114	7	108
COc1ccc(NC(=O)Cn2c(=O)n(CCC(=O)NCC3CCCO3)c(=O)c3cc(OC)c(OC)cc32)cc1 (stereo not drawn)	94	104	90	0	6	83	14	94
Cc1nc(Cl)c(N=Cc2cccc([N+](=O)[O-])c2)c(Cl)n1	98	105	93	0	-1	89	-6	103
CCOC(=O)/C(=N\Nc1ccc(Br)cc1)N1CC(C)OC(C)C1 (stereo not drawn)	109	106	89	0	12	102	-2	115
O=c1oc2c(O)cccc2cc1-c1nc2ccccc2[nH]1	105	104	100	0	-5	105	13	90
CCCCOC1(c2ccccc2)NC(=S)NN=C1c1ccccc1 (stereo not drawn)	105	100	104	0	19	108	4	.
O=C(/C=C/c1ccc([N+](=O)[O-])o1)NNC(=O)c1ccc(F)cc1	73[may fluoresce violet]	?	?	0	-13	?	4	?
COc1ccc(Cl)cc1N(CC(=O)Nc1ccc2c(c1)OCCO2)S(C)(=O)=O	96	99	94	0	2	102	7	96
O=C(c1cnccn1)N(c1ccccc1)C1(C(=O)NC2CCCC2)CCCCC1	98	89	90	0	1	78	0	84
O=C(O)C(c1ccccc1)N1C(=O)c2ccccc2C1=O (stereo not drawn)	104	106	104	2	-9	96	1	107
O=C(Nc1cccnc1Cl)C1=NN(c2ccccc2)C(=O)CC1	96	95	93	2	-19	96	-8	94

Source: PubChem (several laboratories)
